Screening results (PubChem)
Abs 340nm = absorbance at 340 nm | compound absorbance at 340 nm, fold over control | fold change at 10 µM | 65,000 tested, under 10 active;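 active means at 10 µM dose, initial 340 nm absorbance at least 2 fold that of control wells; inactive means change under 2 fold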;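 further: initial absorbance extrapolated from kinetic A340 decline of NADH oxidation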
5HT1a antag = 5-HT1a (human) receptor antagonism. P08908. CHO 5-HT1a Ga15 NFAT-bla reporter, antagonist mode. inhibition, % at 10 µM. 62,000 compounds, 0.68% hits;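 active means inhibition above the mean of all tested compounds plus 3 SD, cut at about 43% in these data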;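 further: receptor stimulated by 5-CT agonist at 100 nM near EC80; beta-lactamase reporter measured by ratiometric fluorescence of a cleavable substrate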
SF1 activator = SF-1 (human) activation; Q13285; CHO-K1 Gal4-SF-1 LBD luciferase reporter; % increase over DMSO SF-1-specific signal; activation, % at 10 µM; 65,000 compounds, 1.9% hits; AID 522;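 active means activation above the mean activation of all tested compounds plus 3 SD, cut at about 50% in these data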
Target sequence (Q13285 whole entry, looked up, the tested form may be a part): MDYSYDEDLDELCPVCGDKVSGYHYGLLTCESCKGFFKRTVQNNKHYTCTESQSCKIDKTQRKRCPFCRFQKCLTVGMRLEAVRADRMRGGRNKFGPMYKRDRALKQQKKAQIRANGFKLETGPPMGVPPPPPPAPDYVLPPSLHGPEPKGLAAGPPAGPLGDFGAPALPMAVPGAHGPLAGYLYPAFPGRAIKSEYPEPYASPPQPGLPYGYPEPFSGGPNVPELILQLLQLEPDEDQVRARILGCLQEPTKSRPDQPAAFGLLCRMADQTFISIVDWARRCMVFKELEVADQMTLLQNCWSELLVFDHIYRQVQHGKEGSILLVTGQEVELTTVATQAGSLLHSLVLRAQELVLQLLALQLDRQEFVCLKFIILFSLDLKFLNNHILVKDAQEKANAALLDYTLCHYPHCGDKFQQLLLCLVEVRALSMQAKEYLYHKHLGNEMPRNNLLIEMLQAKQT
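Test system: transient Gal4-SF-1 LBD reporter, CHO-K1; Amount: 4,000 CHO-K1 cells per well; Doses: 10 µM only; Timing: compound exposure 20 h at 37 °C; Signal: luciferase light emission; Read-out basis: percent activation relative to DMSO median and mock-transfected background; Control set: DMSO negative control and −SF1 background wells; Replicates: one test per compound.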
RORa activator = activates the human nuclear receptor RORA. CHO-K1 Gal4-RORA LBD luciferase reporter, luminescence; percent increase over mock-subtracted basal signal. 65,000 compounds, 1.5% hits. AID 560. activation, % at 10 µM;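 active means activation above the mean of all tested compounds plus 3 SD, cut at about 49% in these data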;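 further: 0% = DMSO-treated RORA cells and 100% = added signal equal to DMSO minus mock-transfected cells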
MMP13 inh = inhibitors of human MMP13. P45452. MMP-13 fTHP FRET cleavage, Mca fluorescence. inhibition, % at 4 µM. 65,000 compounds, 0.07% hits;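 active means inhibition above the mean of compound-free control plate wells plus 3 SD, cut at about 14% in these data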;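 further: 0% = DMSO wells and 100% = wells with reference MMP-13 inhibitor after basal subtraction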
TNAP act mid DEA = activators of human TNAP at intermediate phosphate acceptor; P05186; 64,000 tested, under 10 active; purified TNAP, CDP-star luminescence, 100 mM DEA, 30 min; stronger effect = higher value; scale: 0 levamisole-inhibited, 1 vehicle-only enzyme; activation factor at 20 µM;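 active means activation factor of at least 2 at 20 µM, relative to controls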
Target sequence (P05186 whole entry, looked up): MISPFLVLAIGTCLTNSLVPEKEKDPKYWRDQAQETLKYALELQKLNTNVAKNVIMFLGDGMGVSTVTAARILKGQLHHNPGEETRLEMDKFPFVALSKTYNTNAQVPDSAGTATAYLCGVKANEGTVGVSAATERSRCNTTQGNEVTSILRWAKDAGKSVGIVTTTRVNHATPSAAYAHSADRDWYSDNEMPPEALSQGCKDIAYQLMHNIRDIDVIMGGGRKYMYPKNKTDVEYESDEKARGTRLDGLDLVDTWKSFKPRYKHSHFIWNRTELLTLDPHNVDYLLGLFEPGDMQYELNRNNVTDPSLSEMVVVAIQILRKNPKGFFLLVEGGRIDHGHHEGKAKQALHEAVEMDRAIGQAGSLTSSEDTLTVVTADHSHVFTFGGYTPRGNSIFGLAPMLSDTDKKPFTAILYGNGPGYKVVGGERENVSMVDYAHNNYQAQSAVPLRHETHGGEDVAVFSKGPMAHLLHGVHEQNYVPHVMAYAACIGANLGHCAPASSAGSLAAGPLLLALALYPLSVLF
Fluor 339 460 = intrinsic fluorescence of library compounds, ex339/em460 – biochemical, MLSMR library, data from DPM-DC assay, artefact control, profiling panel. compound autofluorescence, ex339/em460 nm, NADH buffer; stronger effect = higher value; 1 = no-compound wells, NADH background. fluorescence fold increase at 10 µM. 65,000 compounds, 5.5% hits;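 active means at 10 µM, mean starting fluorescence two-fold or more over control wells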;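 further: signal is the first read of a kinetic run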
HTR1A agonist = activates the human 5-HT1a serotonin receptor; P08908; CHO 5-HT1a Ga15 NFAT-bla reporter, FRET ratio; 0% basal, 100% maximal reference agonist; activation, % at 10 µM; 65,000 compounds, 0.56% hits; AID 567;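 active means activation above the screen-wide mean activation plus 3 SD, cut at about 19% in these data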;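 further: 0% = DMSO wells and 100% = 5-CT at EC100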
NADH coupling = inhibitors of enzymes used to reach an NAD/NADH endpoint; coupled PK/LDH NADH assays, four targets; IC50, µM (highest dose often 10 µM), without a hit: at the highest dose inhibition; 65,000 compounds, 0.02% hits; AID 774;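 active means single-dose screening hits from any of four coupled enzyme assays that gave an IC50 when retested across doses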;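 further: the DPM-DC format reads NADH fluorescence rather than 340 nm absorbance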
The depositor's hits bear a star; [ ] = dose if it differs, or a comment.

`Clc1ccccc1OCc1nn2c(-c3ccncc3)nnc2s1` gave Abs 340nm 0.97, 5HT1a antag -20, SF1 activator -2, RORa activator -27, MMP13 inh 0, TNAP act mid DEA 0.9, Fluor 339 460 0.97, HTR1A agonist 4.2 and NADH coupling 10%.
Cc1noc(C)c1COC(=O)c1ccccc1Sc1ccccc1C#N was read as Abs 340nm 1.1, 5HT1a antag -3, SF1 activator -5, RORa activator 12, MMP13 inh 5, TNAP act mid DEA 0.9, Fluor 339 460 1.1, HTR1A agonist 0.5 and NADH coupling 1%.
Screening COc1cc(N=c2ssnc2Cl)cc(OC)c1OC returned Abs 340nm 1.1, 5HT1a antag 18, SF1 activator -1, RORa activator -2, MMP13 inh 4, TNAP act mid DEA 1, Fluor 339 460 1, HTR1A agonist -2.2 and NADH coupling 7%.
Screening O=C(CCCCCn1c(SCc2ccncc2)nc2ccccc2c1=O)NCc1ccco1 returned Abs 340nm 1, 5HT1a antag 24, SF1 activator 8, RORa activator -9, MMP13 inh 3, TNAP act mid DEA 0.9, Fluor 339 460 0.99, HTR1A agonist -2.3 and NADH coupling 3%.
Screening CC(=O)c1nc2ccccc2n1S(=O)(=O)c1ccc(C)cc1 returned Abs 340nm 1, 5HT1a antag -17, SF1 activator 4, RORa activator 6, MMP13 inh -13, TNAP act mid DEA 1, Fluor 339 460 1.4, HTR1A agonist -1.7 and NADH coupling 3%.
CCn1cc(C(=O)NCCCN2CCC(C)CC2)c2cc(OC)c(OC)cc2c1=O was read as Abs 340nm 1.1, 5HT1a antag -18, SF1 activator -1, RORa activator 22, MMP13 inh -1, TNAP act mid DEA 1, Fluor 339 460 1.1, HTR1A agonist -1.1 and NADH coupling 1%.
Clc1ccc(C2CC(c3ccccc3)Nc3ncnn32)cc1 (configuration not stated) was read as Abs 340nm 1, 5HT1a antag 25, SF1 activator -2, RORa activator -11, MMP13 inh 4, TNAP act mid DEA 0.9, Fluor 339 460 1.1, HTR1A agonist 0.5 and NADH coupling 7%.
For Cc1onc(-c2c(F)cccc2Cl)c1C(=O)Nc1ccc(S(=O)(=O)Nc2ncccn2)cc1 the results were Abs 340nm 1, 5HT1a antag 2, SF1 activator -4, RORa activator 30, MMP13 inh 10, TNAP act mid DEA 0.9, Fluor 339 460 1, HTR1A agonist -0.5 and NADH coupling 3%.
Screening CCC1(COC(NC(=O)c2cccnc2)(C(F)(F)F)C(F)(F)F)COC1 returned Abs 340nm 1, 5HT1a antag -2, SF1 activator -1, RORa activator 2, MMP13 inh 4, TNAP act mid DEA 0.9, Fluor 339 460 1.1, HTR1A agonist 1.5 and NADH coupling 6%.
For CCOC(=O)Cc1nnc(NC(=O)CSc2nncn2C)s1 the results were Abs 340nm 1.1, 5HT1a antag 2, SF1 activator -9, RORa activator -13, MMP13 inh 2, TNAP act mid DEA 1, Fluor 339 460 1.1, HTR1A agonist -0.7 and NADH coupling 12%.
`N#C/C(=C\c1ccc[nH]1)Sc1nc2ccccc2s1` gave Abs 340nm 1.3, 5HT1a antag 26, SF1 activator 8, RORa activator -9, MMP13 inh 0, TNAP act mid DEA 0.8, Fluor 339 460 1.1, HTR1A agonist -2.1 and NADH coupling 1%.
CCOC(=O)C1CCN(C(=O)c2ccccc2Oc2ccccc2)CC1 was read as Abs 340nm 1.1, 5HT1a antag 20, SF1 activator -14, RORa activator 3, MMP13 inh 1, TNAP act mid DEA 0.9, Fluor 339 460 1.1, HTR1A agonist -0.8 and NADH coupling 5%.
Screening CCOC(=O)CN(C(=O)Cn1nnc(-c2ccc(C)cc2)n1)C(CC)C(=O)NC1CCCC1 (configuration not stated) returned Abs 340nm 1, 5HT1a antag -3, SF1 activator 4, RORa activator 0, MMP13 inh 11, TNAP act mid DEA 0.9, Fluor 339 460 1.1, HTR1A agonist -4.0 and NADH coupling 3%.
`COCc1nnc(NC(=O)CC(C)c2ccccc2)s1` (configuration not stated) gave Abs 340nm 1, 5HT1a antag -7, SF1 activator 5, RORa activator 7, MMP13 inh -3, TNAP act mid DEA 0.9, Fluor 339 460 1.1, HTR1A agonist 1.2 and NADH coupling 4%.
For O=C(Cn1cccc1)N1CCc2ccccc21 the results were Abs 340nm 0.98, 5HT1a antag 0, SF1 activator 4, RORa activator -19, MMP13 inh 0, TNAP act mid DEA 0.9, Fluor 339 460 1.1, HTR1A agonist -3.5 and NADH coupling 5%.
CC1CCCCC1NC(=O)c1nnc(Cc2ccc(Cl)cc2)o1 (configuration not stated) was read as Abs 340nm 1, 5HT1a antag -11, SF1 activator -12, RORa activator 11, MMP13 inh 4, TNAP act mid DEA 1, Fluor 339 460 1.1, HTR1A agonist -2.7 and NADH coupling 4%.
`CCOc1ccc(OCC)c(NC(=O)C2CCN(c3nn4c(=O)cc(C)nc4s3)CC2)c1` gave Abs 340nm 1, 5HT1a antag 6, SF1 activator -16, RORa activator -7, MMP13 inh -6, TNAP act mid DEA 0.9, Fluor 339 460 1.1, HTR1A agonist -1.1 and NADH coupling 6%.
For c1cc(-c2noc(-c3ccc4c(c3)OCO4)n2)ccn1 the results were Abs 340nm 1.1, 5HT1a antag -6, SF1 activator 48, RORa activator 14, MMP13 inh 4, TNAP act mid DEA 0.9, Fluor 339 460 1.1, HTR1A agonist -0.5 and NADH coupling 5%.
C=CCn1c(SCC(=O)N2CCOCC2)nc(O)c(Cc2ccccc2)c1=O was read as Abs 340nm 1, 5HT1a antag 1, SF1 activator 23, RORa activator 1, MMP13 inh 4, TNAP act mid DEA 0.9, Fluor 339 460 1.1, HTR1A agonist -1.5 and NADH coupling 4%.
`Cc1ccnc(NS(=O)(=O)c2cccc3nsnc23)c1` gave Abs 340nm 1.1, 5HT1a antag 1, SF1 activator -3, RORa activator -22, MMP13 inh 3, TNAP act mid DEA 0.9, Fluor 339 460 1.4, HTR1A agonist 6.8 and NADH coupling 4%.

Already shown: 2 of the compounds above.
`Clc1ccccc1OCc1nn2c(-c3ccncc3)nnc2s1` gave Abs 340nm 0.97, 5HT1a antag -20, SF1 activator -2, RORa activator -27, MMP13 inh 0, TNAP act mid DEA 0.9, Fluor 339 460 0.97, HTR1A agonist 4.2 and NADH coupling 10%.
Cc1noc(C)c1COC(=O)c1ccccc1Sc1ccccc1C#N was read as Abs 340nm 1.1, 5HT1a antag -3, SF1 activator -5, RORa activator 12, MMP13 inh 5, TNAP act mid DEA 0.9, Fluor 339 460 1.1, HTR1A agonist 0.5 and NADH coupling 1%.

Going on with the list:
`FC(F)(F)c1cccc(Nc2ncnc3ccccc23)c1` gave Abs 340nm 1.1, 5HT1a antag 5, SF1 activator -6, RORa activator -3, MMP13 inh 2, TNAP act mid DEA 0.9, Fluor 339 460 1.6, HTR1A agonist -1.7 and NADH coupling 11%.
Screening CCOc1cc(C)c(C(C)C)cc1S(=O)(=O)N1CCOCC1 returned Abs 340nm 1, 5HT1a antag 8, SF1 activator -2, RORa activator -22, MMP13 inh 4, TNAP act mid DEA 1, Fluor 339 460 1.2, HTR1A agonist -2.0 and NADH coupling 5%.
`O=C1NC(Nc2nccs2)(C(F)(F)F)C(=O)N1CCc1ccccc1` (configuration not stated) gave Abs 340nm 1.1, 5HT1a antag 4, SF1 activator -4, RORa activator 15, MMP13 inh 5, TNAP act mid DEA 0.9, Fluor 339 460 1.2, HTR1A agonist -1.4 and NADH coupling 2%.
`CCCCc1c(C)c2ccc(OCC(C)=O)cc2oc1=O` gave Abs 340nm 1.1, SF1 activator 74*, RORa activator 20, MMP13 inh -148[fluorescence artefact?], TNAP act mid DEA 0.9, Fluor 339 460 2.3*, HTR1A agonist 1.1 and NADH coupling 2%[fluoresces].
Screening Cc1ccc(C)c(-c2nc3cc(N)ccc3o2)c1 returned Abs 340nm 1, 5HT1a antag 14, SF1 activator -20, RORa activator -13, MMP13 inh -20, TNAP act mid DEA 0.9, Fluor 339 460 2.3*, HTR1A agonist 0.5 and NADH coupling 3%[fluoresces].
CC(C)Cn1c(=O)c2ccccc2c2ccccc2c1=O was read as Abs 340nm 1, 5HT1a antag -4, SF1 activator 4, RORa activator -17, MMP13 inh 0, TNAP act mid DEA 1, Fluor 339 460 1.1, HTR1A agonist 3.6 and NADH coupling 4%.
Screening CCN(CC)S(=O)(=O)c1cccc(-c2nnc(SCC(=O)NCCC3=CCCCC3)n2N)c1 returned Abs 340nm 0.99, 5HT1a antag -19, SF1 activator -1, RORa activator -13, MMP13 inh 2, TNAP act mid DEA 0.9, Fluor 339 460 1.1, HTR1A agonist 0.5 and NADH coupling 3%.
Cn1c(=O)c2c(nc(NCCO)n2CCc2ccccc2)n(C)c1=O was read as Abs 340nm 1, 5HT1a antag 3, SF1 activator -8, RORa activator -17, MMP13 inh 5, TNAP act mid DEA 1, Fluor 339 460 1.2, HTR1A agonist -0.8 and NADH coupling 7%.
`CCCCCC(=O)Nc1ccc2oc(-c3ccncc3)nc2c1` gave Abs 340nm 1, 5HT1a antag -24, SF1 activator 22, RORa activator -11, MMP13 inh -43[fluorescence artefact?], TNAP act mid DEA 0.9, Fluor 339 460 3.7*, HTR1A agonist -1.7 and NADH coupling 17%[fluoresces].
For COc1cc(-c2nnc(SCc3cccnc3)n2C)cc(OC)c1O the results were Abs 340nm 1, 5HT1a antag 7, SF1 activator 13, RORa activator -13, MMP13 inh -2, TNAP act mid DEA 0.9, Fluor 339 460 1, HTR1A agonist -1.9 and NADH coupling 1%.
`COc1cccc(C(=O)CSc2nnc(-c3cc(OC)cc(OC)c3)o2)c1` gave Abs 340nm 1.1, 5HT1a antag 6, SF1 activator 0, RORa activator 16, MMP13 inh -5, TNAP act mid DEA 0.8, Fluor 339 460 1.1, HTR1A agonist -4.0 and NADH coupling 5%.
For O=C1c2ccccc2C(=O)N1CCCCN1CCN(CCCCN2C(=O)c3ccccc3C2=O)CC1 the results were Abs 340nm 0.99, 5HT1a antag -1, SF1 activator -14, RORa activator -9, MMP13 inh 0, TNAP act mid DEA 0.9, Fluor 339 460 1.1, HTR1A agonist -2.7 and NADH coupling 1%.
For COC(=O)CCc1nc2ccccc2[nH]c1=O the results were Abs 340nm 1.1, 5HT1a antag -8, SF1 activator -12, RORa activator 2, MMP13 inh -12, TNAP act mid DEA 0.9, Fluor 339 460 1.6, HTR1A agonist -2.2 and NADH coupling 5%.
Screening CCn1c(SCC(=O)Nc2ccccc2)nnc1-c1ccc(S(=O)(=O)N2CCOCC2)cc1 returned Abs 340nm 1, 5HT1a antag -6, SF1 activator -3, RORa activator -2, MMP13 inh 6, TNAP act mid DEA 0.9, Fluor 339 460 1, HTR1A agonist 0.7 and NADH coupling 10%.
For Cc1cc(NC(=O)c2noc3c2CCc2ccccc2-3)no1 the results were Abs 340nm 1.1, 5HT1a antag -17, SF1 activator 20, RORa activator -5, MMP13 inh 2, TNAP act mid DEA 0.9, Fluor 339 460 1.1, HTR1A agonist -1.0 and NADH coupling 4%.
Screening COCCCn1c2nc3ccccc3nc2c2c(=O)n(CC3CCCO3)cnc21 (configuration not stated) returned Abs 340nm 1.1, SF1 activator 1, RORa activator -6, MMP13 inh -160[fluorescence artefact?], TNAP act mid DEA 1, Fluor 339 460 2.3*, HTR1A agonist -0.2 and NADH coupling 7%[fluoresces].
For O=C(CCN1CCN(CC(=O)Nc2ccccc2F)CC1)Nc1ccccc1F the results were Abs 340nm 1, 5HT1a antag 8, SF1 activator -2, RORa activator 1, MMP13 inh -1, TNAP act mid DEA 1, Fluor 339 460 1.1, HTR1A agonist -2.4 and NADH coupling 3%.
For Cc1ccc(C)c(N2CCN(C(=O)c3ccc(CS(=O)(=O)c4ccccc4C)o3)CC2)c1 the results were Abs 340nm 1, 5HT1a antag 6, SF1 activator -3, RORa activator 2, MMP13 inh -3, TNAP act mid DEA 0.9, Fluor 339 460 1.1, HTR1A agonist 1.5 and NADH coupling 2%.
